Bioassay records deposited in PubChem BioAssay by several laboratories.
BoNT F protease: blocks Botulinum neurotoxin F light chain protease. Multiplex microsphere protease cleavage assay, flow cytometry. inhibition, % at 10 µM. 0.22% of 360,000 active; in the data active = inhibition above about 35%, passing the limit was not always enough; inconclusive = no clear call, values can overlap the other calls; note: plate controls were buffer without enzyme for full effect and enzyme alone for no effect
FadD28 binding: inhibitors of Mycobacterium tuberculosis FadD28 bisubstrate binding. FadD28 bisubstrate probe binding, fluorescence polarization. inhibition, % at 12.5 µM. 0.22% of 360,000 active; in the data active = inhibition above about 8.5%, passing the limit was not always enough; inconclusive = no clear call, values can overlap the other calls
Rv3671c inh: inhibitors of M. tuberculosis serine protease Rv3671c. P9WHR9. inhibition, % at 5.96 µM. 0.048% of 320,000 active. AID 2606; in the data active = inhibition above about 38%;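 note: extracellular domain of Rv3671c used as enzyme; 0% = enzyme with DMSO and 100% = no enzyme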
Target sequence (P9WHR9 whole entry, looked up, the tested form may be a part): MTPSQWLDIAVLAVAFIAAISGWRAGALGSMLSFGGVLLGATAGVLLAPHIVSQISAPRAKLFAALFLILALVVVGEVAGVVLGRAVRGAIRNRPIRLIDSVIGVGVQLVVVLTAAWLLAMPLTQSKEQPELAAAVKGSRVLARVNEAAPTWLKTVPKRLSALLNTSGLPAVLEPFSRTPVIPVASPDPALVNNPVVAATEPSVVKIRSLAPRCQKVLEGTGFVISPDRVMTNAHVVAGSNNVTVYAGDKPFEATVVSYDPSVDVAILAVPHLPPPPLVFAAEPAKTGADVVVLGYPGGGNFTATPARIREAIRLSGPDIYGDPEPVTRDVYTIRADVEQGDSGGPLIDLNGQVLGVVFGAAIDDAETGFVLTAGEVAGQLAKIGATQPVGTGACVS
PrPC TRFRET: cell surface PrPC inhibition, primary TR-FRET screen. P04156. 0.43% of 370,000 active. AID 720596. inhibition, % at 13.8 µM. TR-FRET read-out; in the data active = inhibition above about 24%; note: 0% = median of the test wells and 100% = reference compound wells
GDH-TPI counter: inhibits GDH-TPI coupling enzymes, artifact for Mtb FBA screen. GDH-TPI coupled enzyme counterscreen, NADH absorbance. inhibition, % at 4.8 µM. 1.2% of 360,000 active; in the data active = inhibition above about 30%;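 note: 0% = DMSO wells and 100% = wells lacking the enzyme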
FBA Mtb inh: inhibitors of M. tuberculosis fructose-bisphosphate aldolase; purified M. tuberculosis FBA, fluorescence read-out; inhibition, % at 1 µM; P9WQA3; 2.3% of 360,000 active; in the data active = inhibition above about 27%;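 note: 0% = vehicle and 100% = reference inhibitor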
Target sequence (P9WQA3 whole entry, looked up): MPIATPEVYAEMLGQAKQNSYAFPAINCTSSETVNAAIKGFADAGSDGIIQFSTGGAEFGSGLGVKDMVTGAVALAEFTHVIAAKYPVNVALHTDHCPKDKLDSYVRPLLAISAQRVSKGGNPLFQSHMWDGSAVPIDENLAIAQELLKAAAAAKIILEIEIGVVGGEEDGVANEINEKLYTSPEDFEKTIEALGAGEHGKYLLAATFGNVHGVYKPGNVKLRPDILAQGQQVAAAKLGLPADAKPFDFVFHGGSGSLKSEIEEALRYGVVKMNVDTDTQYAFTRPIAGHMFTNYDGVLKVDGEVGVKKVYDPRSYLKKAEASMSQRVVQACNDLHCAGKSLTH
UGM FP inh: blocks M. tuberculosis UGM enzyme; P9WIQ1; 0.06% of 320,000 active; purified UGM, fluorescence polarization probe displacement; inhibition, % at 10 µM; in the data active = inhibition above about 10%, passing the limit was not always enough; inconclusive = no clear call, values can overlap the other calls
MazEF act: activators of E. coli MazEF toxin-antitoxin RNase; P0AE70; FAM/BHQ RNA-DNA oligo cleavage fluorescence, 5 h; activation, % at 20 µM; 0.32% of 350,000 active; AID 504720; in the data active = activation above about 50%
Target sequence (P0AE70 whole entry, looked up): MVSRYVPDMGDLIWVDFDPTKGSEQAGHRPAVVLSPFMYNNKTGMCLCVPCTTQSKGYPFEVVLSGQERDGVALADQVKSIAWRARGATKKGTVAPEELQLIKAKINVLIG
BioA inh: inhibitors of Mycobacterium tuberculosis BioA enzyme; inhibition, % at 9.99 µM; purified M. tuberculosis BioA enzyme, plate reader; 0.096% of 360,000 active; in the data active = inhibition above about 40%; inconclusive = no clear call, values can overlap the other calls
* = called active by the depositor; u = inconclusive; x = not tested or not shown; + = active, no number; & = joins results of further samples. Compounds as they come. Share with any hit: about 4.8%.

Values in the order: PrPC TRFRET, Rv3671c inh, BioA inh, BoNT F protease, GDH-TPI counter, FBA Mtb inh, UGM FP inh, MazEF act, FadD28 binding
Cc1ccc(NC(=O)Cc2nc(COC(=O)c3c(F)cccc3Cl)cs2)cc1
 : 1, -5, -0.1, x, -4, -1, 1.7, -6, -0.8
Cc1ccc(S(=O)(=O)N2CCOCC2)cc1NC(=O)CSc1ccccn1
 : 6, 15, -1.0, -4, -1, -1, 2.5, 2, -0.6
COc1cccc(OC)c1C(=O)Nc1ccc(S(=O)(=O)Nc2cc(C)nc(C)n2)cc1
 : -1, -7, -1.2, -15, 5, 3, -0.2, 6, -3.0
CCC(C)[C@@H](C(=O)NCC1CCC(C(=O)O)CC1)n1nnc2ccccc2c1=O (stereo not given in full)
 : 0, 6, x, -22, 2, 0, -0.2, 5, -2.3
COc1ccccc1-c1cc(C(=O)Nc2cc(C)on2)no1
 : -2, -6, -4.4, 2, 10, 0, 1.0, 6, -0.8
O=C(COC(=O)c1cccnc1)Nc1ccc2c(c1)OCO2
 : 2, -4, x, -2, -8, -3, -0.8, 5, -4.2
CCCCOC(=O)c1ccc(N/C(=N\S(=O)(=O)c2ccccc2)c2ccccc2)cc1
 : 7, -26, x, 0, 0, -2, -1.2, -1, -5.8
Cn1c(N)c(-c2ccccc2)c2ccc([N+](=O)[O-])cc2c1=O
 : -26, -8, 9.6, -3, 0, -12, 2.0, 1, 4.0
CCSc1ccccc1C(=O)Nc1nc2ccccc2c(=O)[nH]1
 : -5, 2, x, -13, 6, 2, -1.4, 5, -3.9
Cc1ccccc1N1C(=O)NC(=O)/C(=C\c2ccc3c(c2)CCCN3Cc2ccccc2)C1=O
 : 3, -8, -1.6, -1, 18, 2, -0.1, -131, -2.3
COc1cc(CNCc2cccc3ccccc23)cc(OC)c1
 : 2, 2, -2.9, -14, -4, 2, 4.1, -27, -1.9
CC(C)OC(=O)CSc1nnc(CNc2cccc(Cl)c2)n1C
 : 0, 6, 1.8, -13, 8, 0, 5.9, -13, -2.2
Cc1ccc(NC(=O)CCNC(=O)c2ccccc2Cl)nc1
 : -1, x, -0.4, 16, 8, -1, -1.5, 5, -1.3
C[C@@H]1CN([C@@H](C)CO)C(=O)CCCn2nncc2CO[C@H]1CN(C)Cc1cccc(O)c1
 : 0, x, -1.1&-3.4&-1.3, -2, 7, 2, x, -9, 0.6
COc1ccccc1/C=C1\SC(=S)N(Nc2nc(C)cc(C)n2)C1=O
 : 5, -3, -3.3, -6, 4, -2, 2.6, -7, -2.0
Cc1c(N2C(=O)c3ccccc3C2=O)c(=O)n(-c2ccccc2)n1C
 : 3, 11, -1.2, -6, 1, 2, -3.0, -2, -0.9
CCCCn1c(N)c(N(Cc2ccccc2OC)C(=O)C(C)Oc2ccc(Br)cc2)c(=O)[nH]c1=O (stereo not given)
 : 0, x, -0.5, 1, -9, 1, x, 3, -1.5
OCCNc1nc2ccccc2[nH]1
 : 0, -1, -4.4, 5, -5, 1, -0.1, 3, 0.4
CCCCC(CCCCl)C(=O)Nc1ccccc1 (stereo not given)
 : -1, -2, x, 0, -3, -3, 0.3, -13, -1.8
CC(=O)/C(=C\N(C)C)Sc1ccc(C)cc1
 : 4, -4, 0.3, 38*, -7, 0, 1.3, 3, -2.6

3 structures from above, arranged by length of the SMILES, ascending:
Values in the order: PrPC TRFRET, Rv3671c inh, BioA inh, BoNT F protease, GDH-TPI counter, FBA Mtb inh, UGM FP inh, MazEF act, FadD28 binding
Cc1ccc(S(=O)(=O)N2CCOCC2)cc1NC(=O)CSc1ccccn1
 : 6, 15, -1.0, -4, -1, -1, 2.5, 2, -0.6
Cc1c(N2C(=O)c3ccccc3C2=O)c(=O)n(-c2ccccc2)n1C
 : 3, 11, -1.2, -6, 1, 2, -3.0, -2, -0.9
Cc1ccccc1N1C(=O)NC(=O)/C(=C\c2ccc3c(c2)CCCN3Cc2ccccc2)C1=O
 : 3, -8, -1.6, -1, 18, 2, -0.1, -131, -2.3

(further entries)
Values in the order: PrPC TRFRET, Rv3671c inh, BioA inh, BoNT F protease, GDH-TPI counter, FBA Mtb inh, UGM FP inh, MazEF act, FadD28 binding
C=CCN=C1CC(C)(C)C(C(=O)OC)C(O)=C1C(=O)CCC (stereo not given)
 : -6, 3, x, 7, -2, -1, 2.0, 2, 0.3
CCOC(=O)C1(C)CCCCCN1C(=O)c1ccccc1F (stereo not given)
 : -6, x, -0.8, 4, 14, 1, x, x, -0.1
CC(C)N(CCn1c(SCC(=O)N2CC(=O)Nc3ccccc32)nc2ccccc2c1=O)C(C)C
 : 4, 2, x, 2, -2, 4, -1.8, 5, -0.5
O=C(Nc1ccc(Cl)c(Cl)c1)c1ccncc1
 : 10, -12, 30, -22, -3, -9, 1.3, -11, -6.7
O=C(N/N=C/c1ccc(F)cc1)c1ccncc1
 : 8, -3, 0.6, -2, 0, 2, 0.7, 7, 0.1
O=S(=O)(c1ccc(NCc2ccc(F)cc2)nc1)N1CCCC1
 : -2, 1, 2.2, -1, -2, 0, -1.0, 4, -1.4
CCCCC1=CC2=C(c3ccco3)C(=O)C(C)(OC(=O)c3ccc(OC)cc3)C(=O)C2=CN1Cc1ccco1 (stereo not given)
 : x, 5, -2.7, -8, 22, 1, 2.4, -13, -0.8
O=C(Nc1ccc(N2CCOCC2)c(Cl)c1)c1cc2ccccc2o1
 : x, 3, 3.2, -2, 6, -1, -0.2, 3, 0.3
O=C(Nc1cccnc1)C(Cc1ccccc1)n1cccc1 (stereo not given)
 : -4, 0, 0.4, -6, 13, 6, 0.9, -42, -0.6
COc1ccc(N(CC(=O)Nc2ccc(C)c(C)c2)S(=O)(=O)c2c(C)noc2C)cc1
 : -1, -17, -5.6, 9, 13, -2, -6.3, 6, -0.8
Cc1cc(S(=O)(=O)Nc2ccc(C(=O)N3CCN(c4ccccc4O)CC3)cc2)ccc1F
 : -3, -4, -0.1, 4, -2, 0, -0.4, 0, -3.4
CN(CC(=O)Nc1ccc(F)c(F)c1)S(=O)(=O)c1cccc2nsnc12
 : -17, -7, 7.4, 13, 7, -3, 1.7, 3, 1.0
NC(=O)CSc1nnc(Cc2ccc3c(c2)OCO3)n1C1CCCCC1
 : x, 2, 0.3, 2, 4, 1, 2.2, -5, -3.5
CN(C)S(=O)(=O)n1cc(/C=C(\NC(=O)c2ccccc2Cl)C(=O)NCCN2CCOCC2)c2ccccc21
 : -2, -13, x, 4, 13, -4, 3.6, 5, -1.2
COc1ccc(N(CC(=O)NN=C2CCCC2)S(=O)(=O)c2ccccc2)cc1
 : 3, 2, -0.9, -16, -8, 1, 3.5, 4, -3.6
CSc1ccc(CN2CCN(S(=O)(=O)Cc3ccccc3)CC2)cc1
 : -2, 2, -0.3, -165, -8, 4, -1.4, -1, -2.4
COc1cc(OC)cc(C(=O)Oc2c(CN3CCOCC3)cc(Cl)c3cccnc23)c1
 : 5, 12, -0.3, 0, 0, 1, -1.4, 1, -4.0
Cc1ncsc1C(=O)NCc1ccc(N2CCCC2=O)cc1
 : 12, -2, 1.9, 3, 5, 1, -0.5, 0, -3.0
CC1(C)C(=O)NCCN1C(=O)CCC(=O)O
 : 5, 2, 1.1, -4, 3, 0, 3.6, 8, -1.0
FCCCOc1ccc(-c2nccc(-c3ccc(Cl)cc3)n2)cc1
 : -4, 2, -0.8, 4, 9, 2, 2.0, -6, 0.5
CCCc1nc(-c2cc3ccccc3[nH]c2=O)no1
 : -6, -1, 2.8, -2, 6, 26, -0.8, 4, -3.5
CC(C)(NC(=O)N1CCCC1)c1cccc(C(C)(C)NC(=O)N2CCCC2)c1
 : 3, -6, -2.0, 15, 4, 7, -1.0, 5, -1.0
COc1cc(NC(=O)c2cccs2)c(OC)cc1NC(=O)CCC(=O)Nc1ccc(C)cc1
 : -1, -8, -5.7, -6, 22, -1, -0.7, 6, -1.1
O=C(Nc1ccccc1)c1cccc(N2C(=O)C3C4CC(C(Br)C4Br)C3C2=O)c1 (stereo not given)
 : -2, -16, 2.1, -5, 2, -2, -2.1, 4, -2.4
COC(=O)COc1ccc(NC(=O)C2CCCO2)cc1 (stereo not given)
 : 5, 8, 0.0, 4, 3, -2, 0.3, -15, 0.9
COc1ccc(Cl)cc1NC(=O)c1nc2nc(C)cc(C(F)F)n2n1
 : -6, -1, -1.7, 2, -9, 2, 1.3, 4, -2.0
COc1ccc(S(=O)(=O)Nc2nnc(C)s2)cc1
 : 3, -11, -1.8, 2, 3, 3, u, -3, -2.5
CCOC(=O)[C@H]1[C@H]2COc3ccc(Cl)cc3[C@@H]2N2C(=O)CN(Cc3ccc(OC)cc3)C(=O)[C@@]12C
 : 3, -2, -89, -3, 2, 0, 1.2, -2, -3.3
O=C(NN=C1C2CC3CC(C2)CC1C3)c1cccs1
 : 12, -4, 0.4, -13, 16, 1, 6.5, 4, 0.2
COc1ccc(Cc2nnc(SCC(=O)NC(C)c3ccccc3)o2)cc1 (stereo not given)
 : -1, -2, 0.4, 1, -4, -1, -0.3, -1, -3.4
O=C1NN(c2ccccc2)C(=O)/C1=C/c1ccc(-c2ccc(C(=O)O)cc2)o1
 : -3, -1, -0.7, -32, -1, -2, 0.5, 6, u
O=C(O)CCCCCCCCc1cn(Cc2ccc(C(=O)c3ccccc3)cc2)nn1
 : 3, 3, 0.7, -1, -9, -2, 0.2, 1, 1.7
CC(=O)c1cccc(NC(=O)CCc2nnc3ccc(N4CCN(C)CC4)nn23)c1
 : -4, -2, -1.9, 0, 1, 1, 1.0, 6, -0.8
O=C(c1cccc([N+](=O)[O-])c1)N1CCCN(C(=O)c2cccc([N+](=O)[O-])c2)CC1
 : -19, 3, x, 1, 7, 1, 0.2, 0, -0.4
C=C(C)C(=O)Nc1cccc(C2=NOC3(C2)C[C@@H](C(N)=O)N(C(=O)[C@H]2CCC(=O)N2)C3)c1 (stereo not given in full)
 : 50*, -4, -0.3, -7, 5, -1, 3.5, 1, -0.5
CCOc1ccc(NC(=O)N2CCCC2C(=O)NCc2ccco2)cc1 (stereo not given)
 : 2, 6, -0.8, 17, -7, 0, -0.9, 9, -2.9
Cc1ccc(C2(C)NC(=O)N(CC(=O)NNC(=O)c3ccoc3C)C2=O)cc1 (stereo not given)
 : 0, 2, -0.8, -3, -8, -1, 1.7, 10, -0.9
CCOc1ccc(OCCC(=O)OCC(=O)c2c(N)n(C)c(=O)n(C)c2=O)cc1
 : 6, -24, 1.3, -9, 1, -1, 2.7, 3, -0.7
CCOC(=O)NC(Nc1sc2c(c1C(=O)OC)CCN(C)C2)(C(F)(F)F)C(F)(F)F
 : -5, 3, -1.0, 4, 9, 7, -1.5, 9, -2.7
Cc1cc(NS(=O)(=O)c2ccc(NC(=O)CCCOc3ccccc3C)cc2)no1
 : 3, 5, -0.1, 24, 5, -5, -0.4, 3, -4.9
COc1ccc(-c2coc3cc4oc(=O)c5ccccc5c4cc23)cc1F
 : 3, -10, x, -30, 7, 3, 1.9, 2, 1.3
Cc1ccc(NNC(=O)c2c(F)cccc2Cl)cc1C
 : 10, 1, x, -8, -14, 2, -0.6, 12, -3.4
COc1ccc(C(=O)C2CCCN(C(=O)c3cccc(Cl)c3F)C2)cc1OC (stereo not given)
 : -4, -1, 14, 5, 4, 0, 0.4, 10, -1.8
COc1ccccc1/C=C1/SC(=O)N(CCC(=O)Nc2ccc(S(=O)(=O)Nc3nccs3)cc2)C1=O
 : -15, -35, x, -12, 22, -3, -1.7, -7, 0.1
O=C(NCCNc1nccc(C(F)(F)F)n1)c1cccs1
 : 7, -6, -0.3, u, 13, -1, 0.3, 0, -0.2
C=C(C)CNC(=O)c1ccc(OC2CCN(C(=O)COC)CC2)cc1
 : 4, 1, -1.4, u, -16, -1, 2.1, -5, -1.6
Nc1nonc1-n1nnc(C(=O)O)c1-c1cccs1
 : -3, -8, -0.7, -12, 1, -7, 2.3, 3, -0.7
COc1ccc(S(=O)(=O)N(C)c2ccc(C(=O)N3CCOCC3)cc2)cc1
 : 13, 6, -1.2, -12, 6, -4, -0.1, -1, -3.5
c1ccc2[nH]c(-c3nc4ccccc4[nH]3)nc2c1
 : 0, 77*, -0.8, -6, 36*, 26, -1.6, 0, -1.7
Cc1cc(Cl)n2c(nc3ccccc32)c1C#N
 : -6, x, x, 0, 7, +, x, 0, -1.0
CCC1(OC(=O)CN)C(=O)OCc2c1cc1n(c2=O)Cc2cc3ccccc3nc2-1 (stereo not given)
 : x, 0, -0.8, -12, 29, +, 2.0, 13, -2.4
CCOC(=O)C[C@H]1c2ccccc2S(=O)(=O)N1c1cccc(OC)c1
 : 0, 1, 0.4, -2, 9, 2, -2.6, 12, 0.2
